# High-throughput results from PubChem.
# PglD DTNB: PglD (C. jejuni) enzyme inhibition | inhibition, % at 12.5 µM | hit rate 0.098% among 360,000 | purified PglD enzyme, DTNB colorimetric CoA detection; in the data active means inhibition above about 16%, passing the limit was not always enough; further: strong numbers were not always called active
# Statin myotox sup: protects C2C12 myotubes from simvastatin toxicity; ATP luminescence, 48 h; scaled: DMSO 0, geranylgeraniol control 100; rescue of ATP level, % at 7.49 µM; hit rate 0.78% among 330,000; AID 602340;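 active means mean ATP rescue above about 67%, or every replicate alone reaching that limit, limit read from the data, passing the limit was not always enough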;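 further: myotubes were challenged with 10 µM simvastatin during compound exposure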
# Numbers without * were called inactive. An excerpt. The share of hits here may be higher or lower than overall.
SMILES,PglD DTNB,Statin myotox sup
COc1ccc(CNC(=O)C/C(C)=N/NC(=O)C(c2ccccc2)c2ccccc2)cc1,0,7
CCSc1nnc2c(n1)[nH]c1c(C)cccc12,-3,-31
CCn1cc(Br)c(C(=O)NN)n1,-7,-3
Cc1nc(NC(=O)CSc2nnc(-c3ccc4c(c3)OCO4)o2)c(Cl)cc1Cl,3,21
O=C(CSc1nc2ccccc2c(=O)n1NC(=O)Cc1ccccc1)NCCc1ccccc1,-7,11
O=c1cc[nH]c2cccc(Cc3ccccc3)c12,1,0
CCOc1ccc(-c2nn(-c3ccccc3)cc2/C=C(\C#N)S(=O)(=O)c2ccccc2)cc1C,4,-17
O=C1C2C3C=CC(C3)C2C(=O)N1/N=C/c1cc(Br)cc([N+](=O)[O-])c1O (stereo unspecified),-5,0
O=S(=O)(c1ccc(OCC(O)CN2CCN(c3ccccc3)CC2)cc1)N1CCOCC1 (stereo unspecified),2,0
Cc1cc(C(=O)Nc2ccc(C(=O)O)cc2)c(-c2ccccc2)o1,7,-21
CCCCOC(=O)C1[C@H]2C(=O)N(Cc3cccs3)C[C@]23C=C[C@H]1O3 (stereo partly specified),0,-24
O=C(Nc1ccc(Br)cc1F)c1ccncc1,-3,-21
Cc1ccccc1NC(=O)c1ccc(-n2cncn2)nc1,-7,-9
COc1cccc(Nc2nnc(SCn3nnc4ccccc4c3=O)s2)c1,-1,2
O=C(Nc1ccncc1)c1cc2ccccc2o1,0,8
CCCNCc1cc(OCC)c(OCC(N)=O)cc1Br,-5,5
O=C(CCN1CCc2ccccc2CC1)c1ccc2c(c1)OCCO2,2,0
CCCn1c(=O)c2ccccc2n2c(Sc3nnnn3-c3ccccc3)nnc12,4,-22
O=C(/C=N/O)NCCCN1CCCCCC1,0,23
CCOc1cc(-c2c(C)c(CC)nc(N)c2C#N)ccc1O,0,-4
COc1ccc2cc(S(=O)(=O)NCCCN3CCOCC3)ccc2c1,-1,5
Cc1ccc(O)c(CC(C)C)n1,5,1
CCCOc1ccc(C2NC(=O)NC(c3ccccc3)=C2C(C)=O)cc1OCC (stereo unspecified),-5,18
O=C(COC(=O)C1c2ccccc2Oc2ccccc21)Nc1ccc2c(c1)OCO2,-3,35
CC(C=NNC(=O)C(=O)NN=CC(C)=Cc1ccccc1)=Cc1ccccc1,0,6
c1nc2sc3c(c2c2nnnn12)CCCC3,-3,-3
COc1ccc(CC(=O)n2c(CC#N)nc3ccccc32)cc1OC,3,15
CCSc1nc(O)c(CC)c(=O)n1C(C)CC (stereo unspecified),11,-6
O=C(NCCc1ccccc1)C(=O)NN=C1CCCC1,-3,-2
COc1ccc(CC(=O)N2CCCc3ccccc32)cc1OC,-1,13
CC(C)C(NC(=O)c1ccc(C(C)(C)C)cc1)C(=O)O (stereo unspecified),-2,2
Cn1c(=O)cc(OCC(=O)NC2CCCCC2)c2ccccc21,-4,2
O=C(Cn1c(NCCCO)nc2ccccc21)c1cccc(Br)c1,-1,15
CCOC(=O)c1cc2c(C)n(-c3ccc(OCC)cc3)c(C)c2ccc1=O,2,-5
CCCSC1=N/C(=C\c2ccsc2)C(=O)S1,-5,103*
O=[N+]1C2=C(CCCC2)N([O-])C12CCCC2,-3,9
COc1cccc(NC(=O)c2nc3ncccn3n2)c1,-2,63
CCc1ccccc1S(=O)(=O)Cc1ccc(C(=O)NCC2CCCO2)o1 (stereo unspecified),4,-23
Cc1noc(C)c1COC(=O)COc1ccc2c(C)cc(=O)oc2c1,4,-13
CCOC(=O)c1ccc(NC(=O)CSc2nc(NC(=O)c3ccccc3)c3c(C)c(C)oc3n2)cc1,-4,0
CCOC(=O)C1=C(CSc2nc3c(cc2C#N)CN(C)CC3)OC(N)=C(C#N)C1c1ccccc1 (stereo unspecified),9,0
COc1ccc(CCNC(=O)Cn2cnc3c2c(=O)n(C)c(=O)n3C)cc1OC,-6,0
COCCn1c(SCc2cccnc2)nnc1-c1ccco1,0,12
COC(=O)c1ccccc1NC(=O)/C=N/O,-6,6
Cc1ccc(C(=O)Nc2cc(C(F)(F)F)ccc2N2CCCCC2)cc1[N+](=O)[O-],6,-14
CCc1ccc(NS(=O)(=O)c2ccc(OC)c(C)c2)cc1,4,14
Cc1ccc(-c2nc3ccccc3[nH]2)cc1NC(=O)c1sc2ccccc2c1Cl,0,-9
C#CCOC(=O)CCCC(=O)Nc1ccccc1OC,-3,-9
O=C(CSC1=NCCS1)N1CCCCCC1,6,4
Cc1nn(C(C)C(=O)N2CCc3ccccc3C2)c(=O)c2cc3occc3n12 (stereo unspecified),4,1
Nc1nc(CN2CCN(Cc3ccc4c(c3)OCO4)CC2)nc(Nc2ccccc2)n1,4,-7
CCC(=O)Nc1cccc(C(=O)OCC(=O)c2ccccc2Cl)c1,-1,-2
CCC(C)C(NC(C)=O)C(=O)NC(=O)NC(c1ccccc1)c1ccccc1 (stereo unspecified),-4,62
CC(C)COC(=O)CCNc1n[nH]c(=O)[nH]c1=O,4,24
Cc1ccsc1/C=N/N1CCN(C2c3ccccc3-c3ccccc32)CC1,7,4
O=C(NCC1CCCO1)c1ccc(COc2ccc(F)cc2)o1 (stereo unspecified),1,-3
Cc1ccccc1C(=O)NC(=S)NCC1CCCO1 (stereo unspecified),-7,-6
O=S(=O)(/N=C/c1ccccc1O)c1cccs1,-4,1
CC(C)(C)c1cnnn1-c1ccc(NC(=O)c2ccc(Br)o2)cc1,2,-3
COc1ccc(Nc2nc(C(C)(C)C)nc3c2nnn3Cc2ccccc2Cl)cc1OC,6,2
# Next section
SMILES,PglD DTNB,Statin myotox sup
COc1ccc(-c2c3c(=O)n(C)c(=O)n(C)c3cn2Cc2ccccn2)cc1,1,12
CC(C)C(=O)Nc1ccc(Nc2ccccc2)cc1,-1,-50
COC1CCCCC1NS(=O)(=O)c1ccccc1 (stereo unspecified),-5,12
COc1ccc2nc(N3C(=O)CC(Cc4cc(C)cc(C)c4)C3=O)sc2c1 (stereo unspecified),-1,20
CCOc1ccccc1Oc1c(C)oc2c(CN3CCN(C)CC3)c(O)ccc2c1=O,2,-11
CC(NC(=O)C12CC3CC(C1)CC(n1cncn1)(C3)C2)C12CC3CC(CC(C3)C1)C2 (stereo unspecified),9,9
O=C(NC1CCCCC1)C(c1ccc(F)cc1)N(Cc1ccco1)C(=O)Cn1nnc2ccccc21 (stereo unspecified),-4,47
Cc1cc2nncn2c2ccccc12,-3,-5
CCOC(=O)c1c(OCC)[nH]c2c1cc(O)c1ccccc12,-5,-19
N#Cc1c(SCC(N)=O)nsc1SCc1ccccc1Cl,-7,-22
CCOC(=O)C1=C(C)Nc2nnnn2C1c1ccccc1Cl (stereo unspecified),-4,-3
O=C(NCc1ccccc1F)C1CCCN1C(=O)NC1CCCCC1 (stereo unspecified),2,-9
COc1cc(C(=O)N2CCC(n3cnc4cc(F)ccc43)CC2)cc(OC)c1OC,0,-1
Cc1cccc(C)c1N(CC(=O)Nc1cc(Cl)ccc1Oc1ccccc1)S(C)(=O)=O,-3,-4
CC(C)[C@H](NC(=O)NCc1ccc(Cl)cc1)C(=O)O,3,-8
Nc1nonc1C(=O)NCCNC(=O)c1ccccc1F,0,6
CC1=C(C(=O)OC(C)C)C(c2ccsc2)NC(=O)N1C (stereo unspecified),-2,11
COc1ccc(C(=O)NC(CO)c2nnc(SCc3ccc(Cl)c(Cl)c3)n2C)cc1 (stereo unspecified),-3,13
Cc1ccc2c(c1)nnn2C1CCN(S(=O)(=O)c2ccc3ccccc3c2)CC1,-4,-58
Clc1cccc(Cl)c1/C=C/c1nc2ccccc2[nH]1,-4,-30
Cc1cccc(C)c1N1CC(=O)N(c2c(C)cccc2C)CC1=O,-1,3
O=C(C1CCC1)N1CCc2cc(S(=O)(=O)NCc3ccco3)ccc21,-5,-8
Cc1cc(C(=O)CSc2nc3ccc(Cl)cc3[nH]2)c(C)n1C,-4,-28
O=C(/C=C/c1cccs1)c1ccc(Br)cc1,-3,-4
CCC1(O)c2ccccc2-c2ncccc21 (stereo unspecified),-2,-2
CCC1(C(=O)c2ccccc2)C2c3cc(Br)ccc3OC(=O)C21C(=O)N1CCOCC1 (stereo unspecified),-3,11
Cc1nnc(SCC(=O)NCc2cccs2)n1-c1ccccc1,-7,0
Cc1cc(C(=O)NCc2ccccc2)c(=O)[nH]c1C,-2,3
O=C1CCCc2nc(N3CCN(Cc4ccccc4)CC3)ncc21,-1,11
CN(C)c1ccc(C(=O)C(O)c2ccc(C(C)(C)C)cc2)cc1 (stereo unspecified),4,10
Cc1ccc(N=C2C(=O)Nc3ccc(C)c(Br)c32)cc1,-2,5
COC(=O)c1ccccc1NC(=O)CSc1ccc(C)cc1,0,3
COc1cccc(CNC(=O)CN(C)S(=O)(=O)c2cnc[nH]2)c1,5,-17
CCCCc1ccc(S(=O)(=O)NCCc2ccncc2)cc1,-1,126*
O=C(NC1CCCCCCC1)c1ccccc1O,6,-1
CCN(CC)c1ccc(/C=C2\NC(=O)NC2=O)cc1,-9,3
O=c1[nH]c2ccc(Cl)cc2c(O)c1-c1ccccc1,-2,9
CCCCNCCOCCOc1ccc(C)cc1[N+](=O)[O-],-6,-15
CCC(=O)N1c2ccc(S(=O)(=O)CCC(=O)NCc3ccc4c(c3)OCO4)cc2CC1C (stereo unspecified),-1,1
CNC(=S)N1CCN(c2cccc(OC)c2)CC1,-1,-4
COc1ccc(NC(=O)c2cc(C)on2)cc1OC,3,5
CCOC(=O)C1CCN(c2c(NCCCN(CC)c3ccccc3)c(=O)c2=O)CC1,-2,-10
Cc1c(C(=O)N(C)C2CCCCC2)sc2ncnc(N3CCN(c4ccccc4F)CC3)c12,-3,-24
